High-throughput results deposited in PubChem by National Center for Advancing Translational Sciences (NCATS).
D1 antag: Antagonist of Human D 1 Dopamine Receptor: qHTS; D(1A) dopamine receptor (Homo sapiens), P21728; HEK293 TREx D1 cells, calcium flux, dopamine EC80; stronger effect = lower value; activity change, negative = inhibition, % at 10 µM; 3.2% of 360,000 active; in the data active means activity change below about -30%; further: on the % scale 0 is the no-effect control and ±100 the full control effect
Target sequence (P21728 whole entry, looked up): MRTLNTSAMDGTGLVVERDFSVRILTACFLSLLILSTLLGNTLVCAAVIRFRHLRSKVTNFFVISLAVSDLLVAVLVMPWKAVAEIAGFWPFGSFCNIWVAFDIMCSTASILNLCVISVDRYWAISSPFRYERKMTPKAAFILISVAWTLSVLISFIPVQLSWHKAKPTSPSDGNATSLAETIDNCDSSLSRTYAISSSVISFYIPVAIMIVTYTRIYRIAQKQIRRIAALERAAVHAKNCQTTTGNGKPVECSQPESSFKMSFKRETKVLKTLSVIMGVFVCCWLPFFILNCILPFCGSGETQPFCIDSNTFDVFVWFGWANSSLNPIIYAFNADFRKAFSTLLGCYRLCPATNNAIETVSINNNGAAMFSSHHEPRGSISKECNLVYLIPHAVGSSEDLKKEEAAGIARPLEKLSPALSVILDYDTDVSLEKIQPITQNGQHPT
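Using tetracycline-induced force-coupled D1 Hek293 cells and a calcium dye, signals were followed for 180 s after compound, then for 180 s after EC80 dopamine, to detect inhibitors.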
TRHR enhancer: qHTS for Small Molecule Agonists and Allosteric Enhancers of Human TRH Receptor: Primary Screen for Enhancers | Thyrotropin-releasing hormone receptor (Homo sapiens), P34981 | TRHR cells, fluo-8 calcium fluorescence, EC20 TRH enhancement | enhancement, % at 2 µM | 0.66% of 360,000 active | AID 493056, 2011; in the data active means enhancement above about 30%; further: 0% is about no effect
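TRHR-expressing cells loaded with fluo-8 calcium dye were read kinetically (ex 480/em 530) during compound addition, then stimulated with an EC20 of TRH (10 nM final). Enhancement of the Gq-mediated intracellular calcium response was scored.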
D2 PAM: HTS Assay for Positive Allosteric Modulators of the Human D2 Dopamine Receptor: Primary Screen for Potentiators. potentiation, % at 10 µM. AID 485347, 2010. 0.34% of 340,000 active. HEK293 T-REx D2, calcium flux, EC20 dopamine potentiation;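 active means potentiation over 3 SD above the plate norm, cut at about 30% in these data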; further: 0% is about no effect
Target sequence (P14416 whole entry, looked up): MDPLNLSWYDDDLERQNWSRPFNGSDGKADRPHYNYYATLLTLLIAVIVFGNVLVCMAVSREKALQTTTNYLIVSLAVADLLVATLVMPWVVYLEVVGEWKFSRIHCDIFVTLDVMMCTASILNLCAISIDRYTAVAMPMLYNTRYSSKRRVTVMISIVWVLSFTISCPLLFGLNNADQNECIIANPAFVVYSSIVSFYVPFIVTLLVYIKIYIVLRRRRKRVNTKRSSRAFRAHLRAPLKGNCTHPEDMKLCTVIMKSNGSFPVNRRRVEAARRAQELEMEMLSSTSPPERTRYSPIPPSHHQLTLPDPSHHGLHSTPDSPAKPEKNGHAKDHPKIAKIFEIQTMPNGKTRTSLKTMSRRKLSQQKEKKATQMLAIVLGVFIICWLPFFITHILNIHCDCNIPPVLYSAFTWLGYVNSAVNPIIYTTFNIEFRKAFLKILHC
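Using a no-wash calcium dye in inducible, force-coupled HEK293 Trex cells expressing D2, we tracked fluorescence each second for 180 s after compound, then for 180 s after EC20 dopamine to detect augmented signalling.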
D2 ag: HTS Assay for Allosteric Agonists of the Human D2 Dopamine Receptor: Primary Screen for Agonists; AID 485358, 2010; activation, % at 2 µM; D(2) dopamine receptor (Homo sapiens), P14416; 0.53% of 340,000 active; HEK293 T-REx D2 cells, calcium flux agonist mode;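 active means activation over 3 SD above normal in the single-dose calcium agonist read, cut at about 30% in these data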; further: 0% is about no effect
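Agonism is scored from calcium flux in a force-coupled, inducible HEK293 cell line expressing D2, read kinetically for 180 s after compound addition against dopamine controls.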
RXFP1 antag: qHTS Assay for Antagonists of the Relaxin Receptor RXFP1 | Relaxin receptor 1 (Homo sapiens), Q9HBX9 | activity change, negative = inhibition, % at 57.5 µM | 0.59% of 350,000 active | HEK293-RXFP1, relaxin-stimulated cAMP HTRF, 30 min; stronger effect = lower value | AID 1259400, 2018;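 active means activity change of -60% or lower, but not beyond a set lower limit; inconclusive means change between -60% and -40%, or beyond the set limit; inactive means change above -40%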; further: on the % scale 0 is the no-effect control and ±100 the full control effect
TRHR agonist: qHTS for Small Molecule Agonists and Allosteric Enhancers of Human TRH Receptor: Primary Screen for Agonists. Thyrotropin-releasing hormone receptor (Homo sapiens), P34981. TRHR cells, calcium flux fluo-8, FDSS agonist mode. activation, % at 2 µM. 0.18% of 360,000 active; further: 0% is about no effect
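TRHR-expressing cells, plated overnight in medium with 10% serum, were loaded with fluo-8 calcium dye at room temperature. After a 10 s baseline, library compound was pin-added and calcium release was recorded kinetically (ex 480/em 530) as agonist response.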
D1 potentiator: Potentiators of Human D1 Dopamine Receptor: qHTS. AID 504651, 2011. 0.036% of 360,000 active. HEK293 TREx D1 cells, calcium flux, dopamine EC20 potentiation. D(1A) dopamine receptor (Homo sapiens), P21728. potentiation, % at 10 µM; in the data active means potentiation above about 30%; further: 0% is about no effect
D2 antag: HTS Assay for Allosteric Antagonists of the Human D2 Dopamine Receptor: Primary Screen for Antagonists | 2% of 340,000 active | HEK293 TREx D2 cells, calcium flux, dopamine EC80 | inhibition, % at 10 µM; in the data active means inhibition above about 30%; further: 0% is about no effect
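Calcium mobilization kinetics were recorded at 1 s intervals in tetracycline-induced HEK293 T-REx D2 cells, first for 180 s after compound addition and then 180 s after EC80 dopamine.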
D1 ag: Allosteric Agonists of the Human D1 Dopamine Receptor: qHTS | D(1A) dopamine receptor (Homo sapiens), P21728 | HEK293 T-REx D1 cells, calcium flux, agonist mode | activation, % at 2 µM | 1% of 360,000 active | AID 504660, 2011; further: 0% is about no effect
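Tetracycline-induced HEK293 TREx D1 cells, force-coupled to calcium signalling, were dye-loaded with a no-wash calcium kit. Compound was pin-added after a 10 s baseline. Fluorescence was read kinetically at 1 cycle/s for 180 s, with calcium rises flagged as agonism.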
Starred values were filed as active, the others as inactive; u = inconclusive; x = not tested or not shown. Unless noted, no stated cut-off is given here; in the data, active means activation above about 30%; inactive means the rest.

#	Compound	D1 antag	TRHR enhancer	D2 PAM	D2 ag	RXFP1 antag	TRHR agonist	D1 potentiator	D2 antag	D1 ag
1	Cc1csc(SCc2nnc(-c3ccc(Cl)cc3)o2)n1	-9	5	-15	-0.4	-1	0.2	-14	17	0
2	COc1cc2c(cc1NS(=O)(=O)c1cccc(C#N)c1)n(C)c(=O)n2C	7	-3	1	1.4	-11	0.0	0	x	-1
3	CS(=O)(=O)Nc1ccccc1C(=O)Nc1cc2c(cc1C(=O)O)OCCCO2	-4	-2	-1	-0.3	9	0.2	0	15	-2
4	CCCCC12CN3CC(C)(CN(C1)C3c1ccc(OCc3ccccc3)cc1)C2=O (configuration not stated)	2	-3	10	0.5	-9	0.7	0	x	1
5	CCN(C(=O)CCS(=O)(=O)c1cc(Br)cc2c1N(C(=O)C1CC1)CC2)c1cccc(C)c1	-8	-5	1	0.1	-7	-0.9	-3	x	0
6	O=C(NC1CCCCCC1)c1cccc(COCC(F)(F)F)c1	-3	-7	-5	-0.2	7	-0.9	1	5	-1
7	CCC1=Nc2cc(C(=O)NCCCN3CCOCC3)ccc2Sc2ccccc21	6	10	-9	0.3	u	0.7	1	-15	3
8	O=C(C1=C[C@H](c2ccc(Br)cc2)C[C@H](OCc2ccc(CO)cc2)O1)N1CCN(Cc2ccc3c(c2)OCO3)CC1	-4	7	x	x	x	0.2	3	x	-2
9	O=C(COc1ccc(S(=O)(=O)N2CCOCC2)cc1)N1CCCCCC1	x	4	8	4.5	-1	-0.2	-3	-11	0
10	CCn1c(Cc2ccccc2)nnc1SCc1cccc(C(=O)O)c1	-2	2	x	x	-9	0.5	-3	x	2
11	COc1cc(C(=O)Nc2ccccc2OCc2cc(=O)n3c(C)csc3n2)cc(OC)c1OC	-18	-7	3	0.0	x	-0.1	-1	x	0
12	COc1cc2c(cc1NC(=O)C(C)Oc1ccc(Cl)cc1Cl)oc1ccccc12 (configuration not stated)	-12	5	9	0.7	-8	0.6	2	x	2
13	COCCn1c(SCC(=O)N2CC(=O)Nc3ccccc32)nnc1-c1ccoc1C	-5	2	-1	2.2	-3	0.3	-6	6	2
14	O=C(Nc1nc2ccccc2s1)C1c2ccccc2Oc2ccccc21	2	0	-4	0.1	-34	0.6	-13	11	10
15	Cc1cc(/C=C2/NC(=O)N(Cc3ccccc3F)C2=O)c(C)n1-c1ccccn1	-43*	3	-14	1.1	-26	-0.2	-3	-14	2
16	COC(=O)c1ccccc1NC(=O)/C=C/c1ccco1	-2	9	3	-1.1	8	-1.9	-4	0	5
17	CC1Cc2ccccc2N1CC(=O)NCc1ccccc1Cl (configuration not stated)	12	-2	6	0.5	6	-0.3	-2	-1	1
18	CCN(CC)S(=O)(=O)c1csc(C(=O)NC2CCCCC2)c1	-15	-4	-12	-0.5	8	-1.2	-3	2	0
19	CCCn1cnc2sc(C(N)=O)c(C)c2c1=O	-4	14	-5	-0.8	-6	0.6	0	-59	1
20	Cc1ccc(CNC(=O)Nc2ccc(Cl)cc2)cc1	-17	7	1	0.1	5	0.8	6	-8	5
21	Cc1occc1-c1nnc(SCC(=O)NC(C)(C)C)n1CC(C)C	-19	-3	3	-0.5	8	0.1	2	-7	1
22	CCOC(=O)c1ccccc1NC(=O)CCOc1ccccc1	4	-9	-7	-0.4	-11	0.2	-1	x	-1
23	CC(=O)N=c1c(C#N)cc2c(=O)n3cccc(C)c3nc2n1Cc1ccco1	10	-2	3	0.1	0	0.0	4	-4	1
24	Cc1nn(Cc2ccc(F)cc2)c(C)c1NC(=O)c1cnn2cccnc12	-6	1	2	-1.2	-2	0.5	-2	-18	6
25	CCOc1ccc(NC(=O)c2cc3c(C)nc4ccccc4c3o2)cc1	24	-3	4	0.5	-11	-0.3	-3	-31	1
26	N#C/C(=C\C=C\c1ccccc1)C(=O)NCc1ccco1	0	2	-5	-1.3	-16	-0.8	-2	37*	1
27	COc1ccc(CNC[C@@H](CCCCN(C)Cc2ccc(OC)cc2)N2C[C@H](c3ccccc3)N(CCc3ccc(Cl)c(Cl)c3)C(=O)C2=O)cc1	126	7	-2	0.3	x	0.0	0	-15	39*
28	Cc1csc2c(=O)sc(NC(=O)c3ccc(F)cc3)nc12	-10	-4	-20	0.4	-15	0.2	-5	-6	2
29	COc1ccc(NC(=O)CCS(=O)(=O)c2cc3c(cc2C)NC(=O)CO3)cc1Cl	-9	-2	4	-0.1	x	-0.5	-4	x	12
30	Cc1nc2ccc(C(C(F)(F)F)(C(F)(F)F)C(F)(F)F)cc2[nH]1	-6	0	-13	-0.5	-2	1.0	-2	1	15
31	Cc1ccc(NC(=O)CSc2ccc(S(=O)(=O)N3CCCC3)cn2)cc1F	7	-9	1	0.4	-8	-3.7	-5	19	11
32	O=C1Nc2ccccc2SC(c2ccccc2)C1O (configuration not stated)	-2	3	17	0.5	4	0.2	2	6	0
33	CC(C)c1ccc(OCCCCN2CCCCC2)cc1	6	3	-8	1.7	7	2.0	5	-15	12
34	CCCc1nnc(NC(=O)C2CCN(C(=O)c3ccco3)CC2)s1	0	-6	5	-0.3	-9	-0.5	1	10	4
35	CCOc1ccc2nc(NC(=O)c3c([N+](=O)[O-])cnn3CC)sc2c1	-5	-9	11	-0.5	-12	-0.7	-4	-10	0
36	CCOc1ccc(S(=O)(=O)n2ccc(C)n2)cc1	9	0	2	0.3	-6	0.6	-6	-1	3
37	COc1cccc2cc(-c3cc(=O)oc4cc(C)c(O)cc34)oc12	13	3	7	0.4	12	-0.2	-3	-5	6
38	CCN(C(=O)CSc1ncn[nH]1)c1cccc2ccccc12	-2	1	-1	-0.3	-17	-0.3	1	-12	5
39	CCOc1ccccc1CNC(=O)CCCN1C(=O)c2cccnc2Oc2ccc(Cl)cc21	5	4	-20	-1.1	-26	-0.8	1	x	1
40	O=C(CN1C(=O)c2ccccc2C1=O)NC1CCCCCC1	-2	33*	-3	0.2	-13	0.4	-8	-11	-2

Profiles from above.
Record of Cc1occc1-c1nnc(SCC(=O)NC(C)(C)C)n1CC(C)C → D1 antag: -19; TRHR enhancer: -3; D2 PAM: 3; D2 ag: -0.5; RXFP1 antag: 8; TRHR agonist: 0.1; D1 potentiator: 2; D2 antag: -7; D1 ag: 1
Record of COc1cccc2cc(-c3cc(=O)oc4cc(C)c(O)cc34)oc12 → D1 antag: 13; TRHR enhancer: 3; D2 PAM: 7; D2 ag: 0.4; RXFP1 antag: 12; TRHR agonist: -0.2; D1 potentiator: -3; D2 antag: -5; D1 ag: 6

Quoted from the listing.
Under D1 ag, cpd 27 shows 39*
Under D1 potentiator, cpd 39 shows 1

Ordered by value in TRHR agonist (highest first): 3 of the compounds above.
item | smiles | D1 antag | TRHR enhancer | D2 PAM | RXFP1 antag | TRHR agonist | D1 potentiator | D2 antag | D1 ag
24 | Cc1nn(Cc2ccc(F)cc2)c(C)c1NC(=O)c1cnn2cccnc12 | -6 | 1 | 2 | -2 | 0.5 | -2 | -18 | 6
22 | CCOC(=O)c1ccccc1NC(=O)CCOc1ccccc1 | 4 | -9 | -7 | -11 | 0.2 | -1 | x | -1
34 | CCCc1nnc(NC(=O)C2CCN(C(=O)c3ccco3)CC2)s1 | 0 | -6 | 5 | -9 | -0.5 | 1 | 10 | 4

Later entries.
#	Compound	D1 antag	TRHR enhancer	D2 PAM	D2 ag	RXFP1 antag	TRHR agonist	D1 potentiator	D2 antag	D1 ag
41	O=C(NCc1cccnc1)C(=O)NCC(c1cccnc1)N1CCN(c2ccc(F)cc2)CC1 (configuration not stated)	1	9	6	0.5	-20	0.0	-6	x	5
42	CCc1nc(CN2CCN(c3ccc(C(F)(F)F)cn3)CC2)c(C)[nH]1	-22	-9	-9	1.1	-5	1.6	4	-4	4
43	N#Cc1ccc(C(=O)NN2C(=O)NC3(CCCCC3)C2=O)cc1	-2	-3	-14	-1.5	-30	-1.7	3	11	4
44	Cc1cccn2c(=O)cc(COc3ccc(NC(=O)C(C)Oc4ccccc4)cc3)nc12 (configuration not stated)	-49*	4	-7	-0.2	-14	-0.5	-3	x	1
45	Cc1ccc(-c2csc(-c3c[nH]c4ccccc34)n2)c(C)c1	-3	-8	9	0.5	-7	-1.5	-1	0	2
46	Cc1ccccc1Cn1cc(NC(=O)c2cc(C3CC3)on2)cn1	-27	2	9	-1.5	5	0.6	-14	4	12
47	O=C(Nc1ccc(F)cc1F)N1CCCN(c2ccc([N+](=O)[O-])cn2)CC1	0	0	14	1.0	-1	0.2	2	4	6
48	CC(=O)CC(C)(C)n1nnc(-c2ccccc2)n1	-3	-4	x	x	0	-0.5	-4	x	-1
49	O=C(c1cc2ccccc2o1)N1CCN(c2ccccc2Cl)CC1	-2	5	-2	-0.2	-5	-0.5	-1	-14	14
50	Cc1ccc(NC(=O)C2CC(O)CN2C(=O)OCc2ccccc2)c(C)c1 (configuration not stated)	15	-1	11	0.7	8	-0.3	1	22	-2
51	CCCOc1ccc(C2C(=O)N(C3CCCCCC3)CC(=O)N2CCC2=CCCCC2)cc1OC (configuration not stated)	6	-2	22	x	1	-0.2	-1	x	-1
52	Cc1cc(C(=O)N/N=C2\CC(=O)CC(C)(C)C2)c(C)n1-c1ccccc1	6	16	7	0.8	-2	0.1	-6	-1	2
53	O=C(c1cccc(Cl)c1)N(Cc1ccco1)C1CCS(=O)(=O)C1 (configuration not stated)	-3	2	0	-0.3	-2	0.3	9	-10	5
54	O=C(Nc1c2c(nc3ccccc13)CCCC2)c1ccccc1F	-37*	4	-3	x	-14	0.2	-4	0	1
